RGS4 inh: Inhibitors of Regulator of G Protein Signaling (RGS) 4: qHTS; Regulator of G-protein signaling 4 (Homo sapiens), P49798; Transcreener GDP fluorescence polarization, RGS4-accelerated GTP hydrolysis; Potency, µM (top dose mostly 114 µM), for the others: at the top dose activity change, negative = inhibition, actives largely listed as inhibitors; 390,000 compounds, 0.039% hits; also: potency is read from the fitted curve at half-maximal effect; % is scaled to controls: 0 for no effect and ±100 for the full control effect; nearly all actives have a fitted effect of over 75% in size; some results filed as inactive show a strong effect at the top dose
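MLSMR compounds (23 nl, pin-transferred) preincubated 10 min at room temperature with a 500nM (2x) first reagent, then RGS4 at 900nM (2x) plus Transcreener GDP mix added; fluorescence polarization (620/688 nm) read before and after 90 min at 30 °C.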
ERG Ets-DNA blk: qHTS for Small Molecule Inhibitors of the ERG Ets/DNA interaction | Transcriptional regulator ERG (Homo sapiens), P11308 | fluorescence polarization, His-ERG Ets domain / labelled DNA | Potency, µM (series often up to 76.9 µM), for the others: top-dose FP activity, negative = inhibition, most hits filed as inhibitors | 370,000 compounds, 0.028% hits | AID 624246, 2012; active = well fitted inhibition curve with a large enough effect in the polarisation, with a control signal flat; inconclusive = small, poorly fitted or top-dose-only effect, or effect the other way, or a change in a side signal; inactive = no such curve, though single readings can be large or run the other way; the % refers to the polarisation;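 also: polarization taken with two DNA probes labelled with fluorescein and Texas red; potency is read from the fitted curve at half-maximal effect; % of control where 0% means no effect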
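His-tagged ERG Ets domain (1 uM in the protein solution; 300mM KCl, 50mM Tris-HCl, 1mM EDTA, 1mM DTT, pH 7.5) received compound, then a probe mix of 5 nM fluorescein-DNA and 100nM Texas-615-DNA. Fluorescence polarization was read for both dyes.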
JMJD2A Tudor: qHTS Assay for Inhibitors of JMJD2A-Tudor Domain; Lysine-specific demethylase 4A (Homo sapiens), O75164; AlphaScreen JMJD2A-Tudor / H3K4me3 peptide binding; Potency, µM (top dose mostly 114 µM), for inactives: top-dose activity change, negative = inhibition, hits mostly inhibitors; AID 504339, 2011; 390,000 compounds, 4.4% hits; also: potency is read from the fitted curve at half-maximal effect; % is scaled to controls: 0 for no effect and ±100 for the full control effect; nearly all actives have a fitted effect of over 50% in size
BAZ2B inh: qHTS Assay for Inhibitors of BAZ2B | Bromodomain adjacent to zinc finger domain protein 2B (Homo sapiens), Q9UIF8 | Potency, µM (series often up to 114 µM), without a hit: at the top dose activity change, negative = inhibition, usual class: inhibitors | AlphaScreen BAZ2B-H3K14Ac peptide displacement | 360,000 compounds, 4.4% hits; also: potency is read from the fitted curve at half-maximal effect; % is scaled to controls: 0 for no effect and ±100 for the full control effect; nearly all actives have a fitted effect of over 60% in size
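AlphaScreen luminescence quantifies BAZ2B engagement of H3K14Ac peptide; the protein and biotinylated peptide are both at 50 nM final, buffer PBS pH 7.4 with 0.01% Tween-20, all steps at room temperature.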
G9a block: qHTS Assay for Inhibitors of Histone Lysine Methyltransferase G9a. Histone-lysine N-methyltransferase EHMT2 (Homo sapiens), Q96KQ7. G9a H3K9 monomethylation, AlphaScreen, 2 h. Potency, µM (top dose mostly 102 µM), without a hit: at the top dose activity, negative = inhibition, actives largely listed as inhibitors. 350,000 compounds, 8.8% hits; also: potency is read from the fitted curve at half-maximal effect; % is scaled to controls: 0 for no effect and ±100 for the full control effect; nearly all actives have a fitted effect of over 75% in size
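Signal arises when biotinylated H3K9 peptide, once monomethylated, bridges streptavidin donor and antibody-captured acceptor beads. Enzyme at 20 nM was preincubated 15 min with test compounds; peptide 500 nM and SAM 20 uM then reacted for 2 h.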
PI4K2A block: qHTS for small molecular inhibitors of PI4K2A | Phosphatidylinositol 4-kinase type 2-alpha (Homo sapiens), Q9BTU6 | purified PI4K2A, ADP-Glo luminescence, 1 h; active compounds read low | activity change, negative = inhibition, % at 76.9 µM | 420,000 compounds, 0.13% hits | AID 1346378, 2018; in the data active = activity change below about -50%; inconclusive = mostly about -30% to -49%;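 also: -100% = wells without enzyme as full effect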
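Compounds are screened against recombinant PI4K2A using PI as substrate and ATP, the latter dispensed at 300 microM. Reactions run one hour at ambient temperature before ADP-Glo detection; full inhibition defined by wells lacking enzyme.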
HP1b binding inh: HTS for Inhibitors of HP1-beta Chromodomain Interactions with Methylated Histone Tails; Chromobox protein homolog 1 (Homo sapiens), P83916; AlphaScreen HP1-beta / biotin-H3K9me3 peptide binding; Potency, µM (series often up to 114 µM), inactives show at the highest dose activity change, negative = inhibition, hits mostly inhibitors; 390,000 compounds, 0.56% hits; also: potency is read from the fitted curve at half-maximal effect; nearly all actives have a fitted effect of over 70% in size; inactives centre near 23
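Compound inhibition of the preformed complex between 50 nM HP1-beta and 50 nM biotinylated H3K9me3 peptide was read by AlphaScreen. Buffer was PBS pH 7.4 with 0.01% Tween-20. Incubations ran 30 min at room temperature, with 10 ug/mL donor/acceptor beads.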
ALOX12 inh: Primary qHTS assay for inhibitors of human arachidonate 12S-lipoxygenase (ALOX12): Round 2; Polyunsaturated fatty acid lipoxygenase ALOX12 (Homo sapiens), P18054; purified 12hLO, xylenol orange hydroperoxide absorbance; Potency, µM (doses to about 108 µM), inactives show at the highest dose activity change, negative = inhibition, hits mostly inhibitors; 580,000 compounds, 1.1% hits; also: potency is read from the fitted curve at half-maximal effect; % is scaled to controls: 0 for no effect and ±100 for the full control effect
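Purified human 12hLO at 150 nM in 25 mM Hepes, 0.01% Triton X-100, pH 7.0, preincubated 15 min at room temperature with compound. Reaction started with 40 uM arachidonic acid, 30 min at room temperature. Hydroperoxide measured by Fe-xylenol orange, 573/405 nm absorbance ratio.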
GLS inh: qHTS for Inhibitors of Glutaminase (GLS); AID 624170, 2012; 410,000 compounds, 0.21% hits; Potency, µM (highest dose often 45.5 µM), without a hit: at the top dose activity change, negative = inhibition, hits mostly inhibitors; GLS enzymatic activity, qHTS titration; Glutaminase kidney isoform, mitochondrial (Homo sapiens), O94925; also: potency is read from the fitted curve at half-maximal effect; % is scaled to controls: 0 for no effect and ±100 for the full control effect
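Coupled fluorescence readout: glutamate oxidase/HRP/Amplex Red detect glutamate formed by hKGA from L-glutamine (1 mM solution added). Buffer 45 mM KH2PO4 pH 8.2, 0.02% Tween-20; reads at t0 and 30 min RT.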
* marks the source's active call; other numbers are inactive results; ? = inconclusive; / = no result given; & = joins results of further samples; [ ] = dose if it differs, or a comment. Unless noted, calls follow the shape of the dose curve; as a rule, active = well fitted curve in the direction sought with a large enough effect; inconclusive = small, poorly fitted or top-dose-only effect, or another doubt; inactive = no such curve, though single readings can be large; an effect the other way counts as inactive or inconclusive. An excerpt; count on the stated rates, not on these rows.

cpd	smiles	ALOX12 inh	ERG Ets-DNA blk	PI4K2A block	G9a block	RGS4 inh	HP1b binding inh	JMJD2A Tudor	GLS inh	BAZ2B inh
1	Cn1cnnc1SCc1ccc(C(=O)N/N=C(/CCC(=O)O)c2ccc(C(C)(C)C)cc2)cc1	2%	-3%	6	/	-14%	26%	-1%	-2%	/
2	Cc1cc2oc(C(=O)N(Cc3ccccc3)C3CCS(=O)(=O)C3)c(C)c2cc1C (stereo not drawn)	0%	-13%	-4	1%	2%	-6%	-31%	4%	-30%
3	CC(=O)c1cccc(N(C(=O)Cn2nnc3ccccc32)C(C(=O)NCc2ccccc2)c2ccc(F)cc2)c1 (stereo not drawn)	-29%	1%	4	4%[59 µM]	19%	27%	-13%	-5%	6%
4	CCOC(=O)C(NS(=O)(=O)c1ccc(Br)cc1)C(C)C (stereo not drawn)	16%	1%	2	-19%	-5%	24%	1%	-8%	5%
5	CC(C)(C)OC(=O)N[C@@H](Cc1ccccc1)c1nnc(S(=O)(=O)Cc2cccc(F)c2)o1	/	-1%	49	35µM*	?	77%[activator]	-7%	-13%	0%
6	CCc1ccccc1S(=O)(=O)Cc1ccc(C(=O)NC(C)C)o1	34%[activator][57.4 µM]	15%	1	/	1%	47%[activator]	-12%	-2%	/
7	O=C(COC(=O)c1ccc(O)cc1)NC(c1ccccc1)c1ccccc1	-22%	1%	-6	/	1%	14%	-24%	0%	/
8	COc1ccc(C2/C=C\CN(S(=O)(=O)c3ccc(C)cc3)CC(=O)N2Cc2cccc(F)c2)cc1 (stereo not drawn)	?	-5%	0	9%[59 µM]	25%	24%	-21%	31%	/
9	O=C(NC1CC2CCCC(C1)N2C(=S)NCCc1ccccc1)C1CC1 (stereo not drawn)	19%	-6%	3	13%	9%	49%[activator]	-12%	12%	-13%
10	COc1ccc(S(=O)(=O)NCc2ccc(C)cc2)cc1	0%	-4%	-5	16%[12.7 µM]	-2%	23%	-20%	-1%	8%
11	CC1CCN(S(=O)(=O)c2ccc(NC(=O)N3c4ccccc4Sc4ccccc43)cc2)CC1	?	/	2	-5%[59 µM]	-10%	8%	-13%	26%	-3%
12	COCCCNC(=O)c1ccc(-c2csc(C)n2)cc1	19%	3%	3	7%[59 µM]	-7%	19%	-5%	5%	-19%
13	O/N=C/c1ccc2cccc(OCc3ccccc3)c2n1	11%	-5%	-12	20µM*	2%	25%	-14%	10%	-27%
14	CCSc1nc2c(c(=O)n1-c1ccc(F)cc1)SCC2	3%	/	-4	-40%[59 µM]	15%	13%	-13%	0%	-7%
15	CCOc1ccccc1CNC(=O)c1c(C)oc2ncnc(N3CCOCC3)c12	-19%	-6%	-2	4%[59 µM]	-14%	34%	11%	1%	7%[57.1 µM]
16	Cc1c(C(=O)N2CCCCC2)c(S(=O)(=O)N2CCC(C)CC2)c(C)n1C	6%	-12%	-5	-8%	-9%[11.4 µM]	-4%	?	-3%	-14%[57.1 µM]
17	CCCCCCCC/C=C\CCCCCCCC(=O)NCc1ccc(O)c(OC)c1	0%	/	0&-2	8%[59 µM]	18%&-61%[56.9 µM]	/	/	0%	/
18	CCOC(=O)c1ccc(NC(=O)CC2C(=O)N(c3ccc(C)cc3)C(=O)N2C2CCCC2)cc1 (stereo not drawn)	-7%	7%	-8	-28%[59 µM]	17%	34%	0%	12%	-18%
19	O=C(CNC(=O)c1ccccc1F)NCCN1C(=O)S/C(=C\c2ccc3c(c2)OCO3)C1=O	185%[activator]	-6%	5	1%[2.33 µM]	-4%	46%[activator]	11%	0%	7%
20	COc1ccc(CC(=O)NNC(=O)c2ccccn2)cc1	36%	5%	-7	25%	7%	47%[activator]	-7%	10%	?
21	COc1ccc(C(=O)NCc2nnc(SCC(=O)Nc3cc(C)on3)o2)cc1OC	4%	9%	5	?	7%	25%	-23%	0%	-17%
22	CC1(c2nnc(-c3ccc(F)cc3)o2)CC(c2ccc([N+](=O)[O-])cc2)=NO1 (stereo not drawn)	0%	2%	0	?	20%	-4%	?	9%	-27%
23	O=C(O)C1CCC(CNS(=O)(=O)c2ccccc2)CC1 (stereo not drawn)	-19%	2%	-13	-13%	8%	-34%	-9%	-15%	-5%
24	CNC(=O)CN(c1cc(C)ccc1OC)S(=O)(=O)c1ccc(C)cc1	-14%	1%	8	0%[59 µM]	-13%	55%[activator]	-8%[57.1 µM]	8%	-3%
25	COc1ccc(CC(=O)NNC(=O)c2cccs2)cc1OC	1%	0%	6	2%	-1%	16%	32µM*	7%	-6%
26	O=C(CSc1nc(=O)n(Cc2cccnc2)c2c1CCC2)Nc1cccc(Cl)c1	-1%	0%	-1	2%[59 µM]	-4%	35%	-4%	2%	-5%
27	COc1ccc(CCN(Cc2nc3ccccc3c(=O)[nH]2)C(=O)c2ccco2)cc1OC	1%	3%	11	35%	13%	52%	-7%	6%	28%
28	Clc1ccc(/C=N/N2CCN(Cc3ccccc3)CC2)cc1	15%	-12%	-2	50µM*	-5%	?	56µM*	-2%	45µM*
29	CSc1nnc2c3cc(F)ccc3n(Cc3ccccc3)c2n1	-19%	-3%	-7	-30%[12.7 µM]	-20%	10%	-15%	1%	-5%
30	Nn1c(COc2cccc(Br)c2)nnc1SCC(=O)NCC1CCCO1 (stereo not drawn)	13%	-2%	-2	11%[12.7 µM]	6%	45%[activator]	-3%	3%	8%
31	CCc1cc2ccc(C)cc2nc1SCC(=O)N1CCN(C(=O)c2ccco2)CC1	0%	13%	0	?	?	?	89µM*	10%	?
32	Cc1ccc(S(=O)(=O)CCC(=O)NNC(=O)CN(C)S(=O)(=O)c2ccc(C)cc2)cc1	15%	-8%	-2	/	19%	31%	-10%	0%	/
33	Cn1cnnc1SC1CCCCC1NS(=O)(=O)c1ccc(Cl)cc1 (stereo not drawn)	-18%	/	-3	13µM*	-3%	22%	-9%	0%	?
34	CC(C)(C)OC(=O)CNC(=O)c1nc[nH]c1C(=O)NCc1ccccc1	12%	2%	-2	-22%	1%	49%[activator]	-20%	2%	-8%
35	COc1ccc(C(=O)OCCN2CCOCC2)cc1OC	0%	-4%	0	-3%	-20%[11.4 µM]	11%	-8%[11.4 µM]	-11%	-2%
36	O=C(/C=C/c1ccco1)N(Cc1ccc(F)cc1)C1CCS(=O)(=O)C1 (stereo not drawn)	0%	-4%	3	/	-8%	12%	-18%	-6%	-6%
37	COCCCN1C(=O)C(O)=C(C(=O)c2ccco2)C1c1cccc(Br)c1 (stereo not drawn)	-22%	/	4	17%[59 µM]	19%	7%	?	27%	?
38	Cc1ccc(CN2CC(C(=O)NCCCSc3ccccc3)CC2=O)cc1 (stereo not drawn)	81%[activator]	-2%	3	11%	-3%	24%	-5%	-1%	-13%
39	Cc1nn(-c2ccccc2)c(Cl)c1C1C(C#N)=C(N)Oc2n[nH]c(C)c21 (stereo not drawn)	1%	2%	-6	?	-14%[11.4 µM]	-1%	-22%[11.4 µM]	53%[activator]	-6%
40	NC(=O)CC(NC(=O)c1cccc(Br)c1)c1ccc(N2CCC(N3CCCCC3)CC2)c([N+](=O)[O-])c1 (stereo not drawn)	-2%	8%	-3	45µM*	6%	34%	-3%	1%	-37%
41	CN(C)/C=N/C(=S)Nc1ccc(Br)cc1F	?	13%	3	?	-23%	27%	-6%	-1%	-5%
42	Cc1cccc(N(Cc2ccccc2)C(=O)Cc2ccc(S(=O)(=O)N3CCOCC3)s2)c1	-3%	6%	0	-35%	-8%	10%	-28%	1%	-31%
43	CC(C)(C)c1ccccc1OCCOCCSc1ncccn1	0%	-3%	1	-38%[59 µM]	17%	163%	67%[activator]	3%	49%[activator]
44	Cc1ccc2c(CC(=O)N3CCN(S(=O)(=O)c4ccccc4)CC3)coc2c1	?	5%	-4	?	-9%	-11%	-31%	4%	?
45	CCN(CC(=O)N1CCCC1)S(=O)(=O)c1ccc(Br)cc1	-3%	4%	0	19%	13%	9%	-8%	10%	12%

Assay outcomes as filed in PubChem BioAssay.
